# Screening data: PubChem, several laboratories
# M. tuberculosis GlmU: inhibition of mycobacterial GlmU enzyme – biochemical, glucosamine-1-phosphate acetyltransferase (AID 1376); one-dose inhibition, %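 (tested at 30 µM in the primary screen)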; IC50 in µM for titrated hits; M. tuberculosis GlmU acetyltransferase enzyme assay; higher % means a stronger effect; 220,000 compounds, 0.25% hits; in the data active = inhibition above about 13%;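 also: 0% = complete reaction with vehicle and 100% = reaction without substrate; strong numbers were not always called active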
# Mtb RmlCD inh: inhibitors of Mycobacterium tuberculosis RmlC and RmlD coupled enzymes | RmlC+RmlD coupled enzyme assay, percent inhibition; primary screen in compound mixtures | P9WH09+P9WH11 | 160,000 compounds, 0.03% hits | inhibition, % at 3.6 µM; in the data active = inhibition mostly above about 34%, no sharp cut-off; also: some results filed as inactive read as strong as hits
# Target sequence (P9WH09 whole entry, looked up): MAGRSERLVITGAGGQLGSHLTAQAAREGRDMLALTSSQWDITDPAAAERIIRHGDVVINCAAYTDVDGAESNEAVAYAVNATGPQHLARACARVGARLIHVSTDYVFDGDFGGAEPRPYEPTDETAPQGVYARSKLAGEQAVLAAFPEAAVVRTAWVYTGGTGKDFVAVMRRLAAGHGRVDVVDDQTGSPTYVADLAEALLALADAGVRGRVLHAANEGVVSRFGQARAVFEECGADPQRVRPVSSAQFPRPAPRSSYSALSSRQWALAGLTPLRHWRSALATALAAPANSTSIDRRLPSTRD
# Target sequence (P9WH11 whole entry, looked up): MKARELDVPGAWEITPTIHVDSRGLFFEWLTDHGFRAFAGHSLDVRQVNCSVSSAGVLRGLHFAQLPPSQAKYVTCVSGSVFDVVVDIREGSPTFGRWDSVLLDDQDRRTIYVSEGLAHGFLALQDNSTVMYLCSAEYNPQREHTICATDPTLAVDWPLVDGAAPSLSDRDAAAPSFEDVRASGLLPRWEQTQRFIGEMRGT
# An asterisk follows results filed as active; nt = not tested or not shown. These rows are one share of the data, so the mix of outcomes need not match the whole.
SMILES,M. tuberculosis GlmU,Mtb RmlCD inh
Cc1ccc(CN2C(=O)CCC2C(=O)NC2CCCC2)cc1 (stereo not drawn),-5.1%,-6
CN1CCC(C)(O)C2CCCCC21 (stereo not drawn),4.4%,-12
COc1ccc(C2C(C#N)=C(N)N3C(=C2C#N)Sc2ccccc23)cc1 (stereo not drawn),-6.7%,nt
COCCN1CCn2c(nc3cc(NC(=O)c4ccc(OC)cc4)ccc32)C1,1.3%,15
Cc1ccccc1C(C(=O)NC1CCCC1)N(C(=O)Cc1cccs1)c1ccc2c(c1)OCCO2 (stereo not drawn),1.6%,nt
CCCCS(=O)(=O)C1CCS(=O)(=O)C1 (stereo not drawn),2.9%,nt
CCCC12CN3CC(C)(CN(C1)C3c1ccc([N+](=O)[O-])o1)C2=O (stereo not drawn),0.4%,3
CSCCC(=O)Nc1cc(S(=O)(=O)N2CCOCC2)ccc1N1CCN(C)CC1,-0.3%,-7
CCN(C(=O)CSc1nnc(-c2ccncc2)n1-c1ccccc1)C1CCS(=O)(=O)C1 (stereo not drawn),2.5%,-4
C/C(=N\NC(=O)Nc1ccccc1)c1ccccc1,-0.3%,13
COc1ccc(NC(=O)CC2C(=O)N(Cc3ccco3)C(=S)N2C(C)C)cc1 (stereo not drawn),2.2%,-6
c1ccc(Cc2noc(CN3CCCN(C4Cc5ccccc5C4)CC3)n2)cc1,2.4%,-7
Cc1ccc2nc(-c3ccccn3)cc(C(=O)N3CCN(c4ncccn4)CC3)c2c1,-3.1%,-3
CC(C(=O)NC(=O)NC1CCCCC1)N1CCN(c2ccccn2)CC1 (stereo not drawn),7.1%,11
O=C(C1CCCCC1)N1CCC(CO)(Cc2ccccc2Cl)CC1,8.1%,12
CCC(C)Sc1nnc(CNC(=O)C23CC4CC(CC(C4)C2)C3)n1C1CCCCC1 (stereo not drawn),-3.7%,6
O=C(COC(=O)/C=C/C(=O)N1CCN(c2ccccc2)CC1)NCc1ccc(F)cc1,1.1%,-9
Cc1cc(C(=O)c2ccccc2)nc2ccccc12,-0.8%,-6
COc1ccc(Cc2nc3ccccc3n2CC(=O)N/N=C/c2ccc(O)cc2)cc1OC,-3.7%,-5
CCOc1cccc(C(=O)Nc2cccc(NC(=O)c3ccco3)c2)c1,3.5%,35
Cc1ccnc(N2C(=O)c3ccccc3C2Nc2ccc3c(c2)OCCO3)c1 (stereo not drawn),-1.1%,8
OCC[C@H]1C[C@@H](O)[C@H](O)[C@@]2(CCCO2)O1,-2.2%,nt
Cc1cc(=O)oc2cc(OC(C)C(=O)N3CCCc4ccccc43)ccc12 (stereo not drawn),0.0%,37
CSc1nc(C)cc(NC(N)=O)n1,0.7%,nt
O=C(Nc1cc(Cl)ccc1Oc1ccccc1)c1cnccn1,2.1%,9
Cc1nc2nc(C)c(CCC(=O)O)c(C)n2n1,-0.6%,-6
CC1(C)CC(=O)C=C(NCCc2c[nH]c3ccccc23)C1,-2.2%,8
CC(=O)Nc1cccc(N/C=C(\C=O)c2nc3ccccc3o2)c1,6.3%,-10
COC(=O)C1=CN(CCCN2CCCC2=O)C=C(C(=O)OC)C1c1ccccc1C(F)(F)F,1.4%,1
COc1ccc(C(=O)Nc2ccc(N3CCOCC3)cc2)cc1OC,-4.7%,nt

# Rewritten tab-delimited: part of the list above
structure	M. tuberculosis GlmU	Mtb RmlCD inh
CCC(C)Sc1nnc(CNC(=O)C23CC4CC(CC(C4)C2)C3)n1C1CCCCC1 (stereo not drawn)	-3.7%	6
O=C(COC(=O)/C=C/C(=O)N1CCN(c2ccccc2)CC1)NCc1ccc(F)cc1	1.1%	-9
Cc1cc(C(=O)c2ccccc2)nc2ccccc12	-0.8%	-6
COc1ccc(Cc2nc3ccccc3n2CC(=O)N/N=C/c2ccc(O)cc2)cc1OC	-3.7%	-5
CCOc1cccc(C(=O)Nc2cccc(NC(=O)c3ccco3)c2)c1	3.5%	35
Cc1ccnc(N2C(=O)c3ccccc3C2Nc2ccc3c(c2)OCCO3)c1 (stereo not drawn)	-1.1%	8
OCC[C@H]1C[C@@H](O)[C@H](O)[C@@]2(CCCO2)O1	-2.2%	nt
Cc1cc(=O)oc2cc(OC(C)C(=O)N3CCCc4ccccc43)ccc12 (stereo not drawn)	0.0%	37
CSc1nc(C)cc(NC(N)=O)n1	0.7%	nt
O=C(Nc1cc(Cl)ccc1Oc1ccccc1)c1cnccn1	2.1%	9
Cc1nc2nc(C)c(CCC(=O)O)c(C)n2n1	-0.6%	-6
CC1(C)CC(=O)C=C(NCCc2c[nH]c3ccccc23)C1	-2.2%	8
CC(=O)Nc1cccc(N/C=C(\C=O)c2nc3ccccc3o2)c1	6.3%	-10
COC(=O)C1=CN(CCCN2CCCC2=O)C=C(C(=O)OC)C1c1ccccc1C(F)(F)F	1.4%	1
COc1ccc(C(=O)Nc2ccc(N3CCOCC3)cc2)cc1OC	-4.7%	nt

# Continuation.
SMILES,M. tuberculosis GlmU,Mtb RmlCD inh
COc1cc(OC)cc(-c2nc(-c3ccc(Br)cc3)no2)c1,2.7%,-3
O=C(CSCCc1ccccn1)Nc1ccc(Br)cn1,-6.5%,nt
Cc1ccc(NC(=O)c2oc3ccccc3c2NC(=O)c2ccc3c(c2)OCO3)cc1,4.2%,4
O=C(O)c1ccccc1C(=O)NNc1ccc(F)cc1,1.7%,nt
CCCSCC(=O)Nc1ncc2c(n1)-c1ccccc1CC2,-5.1%,-2
COC(=O)C1=C(C(=O)OC)[C@@H]2N(C)c3ccc(OC)cc3[C@@]23C[C@@H](C(=O)OC)N(C(=O)c2ccco2)C3=N1,1.4%,nt
O=C(Nc1cccc(Br)c1)c1c(O)c2c(n(Cc3ccccc3)c1=O)CCCC2,0.6%,nt
COc1ccc(/C=N/N2CCOCC2)cc1COc1ccc(F)cc1,5.2%,8
CC(=O)c1ccc(NC(=O)c2cc(Cl)sc2Cl)cc1,-0.6%,8
CCCCCCCc1c(O)nc(SCC(=O)O)[nH]c1=O,-1.9%,-4
CCCSc1nc(C)c(-c2csc(C(C#N)=C3CCCC3)n2)cc1C#N,-1.0%,-5
CC(=O)/C(N=Nc1ccc2c(c1)OCCO2)=C(\C)O,5.5%,7
C/C(=N/N1CCN(Cc2cccc3ccccc23)CC1)c1ccco1,-0.6%,0
Cc1c(Cl)cccc1-n1nnnc1-c1cccs1,-5.5%,nt
Cc1cccc(OCC(=O)N=Nc2c(O)[nH]c3ccc([N+](=O)[O-])cc23)c1,-8.3%,nt
O=C(NCCO[N+](=O)[O-])c1cccnc1,4.2%,8
CCCCN(CC)Cc1ccc(CNC(=O)Nc2ccc(F)cc2)o1,6.2%,nt
O=C(NCCc1cccc(Cl)c1)c1cccc([N+](=O)[O-])c1,1.0%,-1
Cc1cc(C(=O)CSc2cccc[n+]2[O-])c(C)n1-c1ccccc1,3.6%,6
CCOC(=O)C1CCCN(c2c(NCCCN(CC)c3ccccc3)c(=O)c2=O)C1 (stereo not drawn),4.6%,-8
CCCOc1ccc(Cl)cc1Nc1nc(NCCO)nc(N2CCCC2)n1,0.0%,nt
COc1ccc(C/C(C)=N/NC(=O)c2cccnc2)cc1,-3.5%,nt
CS(=O)(=O)N1CCN(C(=O)c2cc(-c3ccccc3)nc3ccccc23)CC1,-2.9%,-8
O=C(OCCCN1CCCCC1)c1ccc(O)cc1,1.1%,24
COc1ccc(CCN(Cc2ccccn2)C(=S)Nc2ccccc2Cl)cc1OC,8.3%,30
Cc1cc(N(CC(=O)NC(C)C)S(C)(=O)=O)ccc1Br,-3.6%,nt
O=C(CN(C(=O)CSc1nc2ccccc2o1)c1ccccc1F)NC1CCCCC1,2.2%,-9
CCOc1ncccc1C(=O)OCC(=O)Nc1cc(C)ccc1C,3.9%,13
O=C(c1cc(COc2ccc3ncccc3c2)on1)N1CCCCCC1,-1.1%,-4
O=C(NNC(=S)NC(=O)c1cccnc1)c1ccc(Cl)cc1,-3.5%,-8
O=[N+]([O-])c1ccc2[nH]c(O)c(N=NC(=S)NCC3CCCO3)c2c1 (stereo not drawn),-2.0%,-5
CCCc1nnc(NC(=O)C(CC)OC(=O)c2cc(C)nc3ccccc23)s1 (stereo not drawn),1.8%,nt
COc1ccc(-c2nnc3n(CCc4ccccc4)c(=O)c4ccccc4n23)c(OC)c1,-0.9%,-6
CCCN1C2CCCC1CC(NC(=O)c1ccccc1OCC)C2 (stereo not drawn),1.8%,nt
Cc1nn(Cc2ccccc2)c(C)c1NC(=O)CSc1nc2c(c(C(F)(F)F)n1)CCc1ccccc1-2,2.9%,12
C=CCNc1nc(Cl)nc(Nc2ccc(OCC)cc2)n1,2.7%,-7
Cc1cccc(C(=O)Nc2ccnc(-c3ccncc3)n2)c1,-3.2%,-8
COC(=O)N1CCN(CCc2ccccc2)CC1,0.8%,-13
Cc1cccn2c(=O)c3cc(C#N)c(=O)n(CC4CCCO4)c3nc12 (stereo not drawn),0.7%,5
CCNC(=S)NS(=O)(=O)c1ccc(Cl)cc1,-1.2%,-8
COc1ccc(NC(=S)NCCc2ccc(Cl)cc2)c(OC)c1,5.8%,nt
CCN(CC)C(=O)CSc1nnc(-c2ccccn2)n1-c1ccccc1OC,3.4%,-4
O=C1NC2(CCCCCC2)Oc2ccccc21,-2.6%,-7
O=C1NN=C(c2ccc(Cl)cc2)CC1c1c[nH]c2ccccc12 (stereo not drawn),-2.2%,3
COc1ccc(NC(=O)CCC(=O)N(Cc2ccc(OC)c(OC)c2)c2nccs2)cc1,-0.8%,nt
O=C(NCCCN1CCOCC1)c1ccc(S(=O)(=O)N2CCOCC2)cc1,4.5%,23
Cc1ccc(NC(=O)COC(=O)CCc2c[nH]c3ccccc23)cc1[N+](=O)[O-],-7.4%,-9
CCc1ccc(OCC(=O)N/N=C(\C)c2ccc(-n3ccnc3)cc2)cc1,1.5%,-7
CCC(=O)Nc1ccc(C(=O)CSc2nnc(CNc3ccc(Cl)cc3)o2)cc1OC,2.7%,nt
NCC1(c2ccc3c(c2)OCCO3)CCCC1,2.6%,nt

# More structures follow:
SMILES,M. tuberculosis GlmU,Mtb RmlCD inh
CCc1cc(CNC(=O)CCc2nnc(Cc3cccc(C)c3)o2)on1,1.9%,-11
O=C(O)CCC1=C2c3ccccc3CCN2C(=O)CC1,0.9%,nt
CCn1c(CCCCc2n[nH]c(=S)n2CC)n[nH]c1=S,3.8%,30
CC(C)C[C@H](NC(=O)C1(c2ccccc2)CCN(C(=O)[C@H]2CSCN2C(=O)OC(C)(C)C)CC1)C(=O)O,-3.1%,nt
Cc1ccc(O)c(C(=O)CC(=O)c2cccc(F)c2)c1,0.2%,-9
COc1ccc(/C=N/NC(=O)CSc2ccccc2)cc1OC,-2.9%,nt
Cc1ccc(C2=[N+]([O-])C(C)(C)CC2)cc1,0.1%,4
COc1cccc(Nc2nc(CC(C)=O)ns2)c1,-1.6%,nt
O=C(NC1CCCCC1)c1ccc(NS(=O)(=O)c2cccc3cccnc23)cc1,3.6%,-13
CCOCCCn1c(NN)nc2ccccc2c1=O,-0.7%,nt
Cc1ccc(CC(CC(=O)NCCc2ccc3c(c2)OCO3)C(=O)O)cc1 (stereo not drawn),-0.1%,nt
COc1ccc(NCc2nnc(SCC(=O)Nc3ccccc3OC)o2)cc1,0.9%,nt
CCOC(=O)c1cnc(-n2nc(C)cc2C)nc1NNc1nc(C)cc(C)n1,-3.1%,-4
CCCCN(C)CCNC(=O)CCNC(=O)Cn1ccc2ccccc2c1=O,3.0%,9
O=C(Nc1nnc(-c2ccc3c(c2)OCCO3)o1)C1CCCCC1,-0.3%,-10
COc1cccc(C2=NOC(C(=O)NCC3CCCO3)C2)c1 (stereo not drawn),3.4%,-7
C=C(C)C(=O)N1CC2(CC(c3cccc(NC(=O)/C(C)=C\C)c3)=NO2)C[C@H]1C(N)=O (stereo partly drawn),4.3%,3
O=c1c(Cl)nc2cc(Cl)ccc2n1CCNc1ncc(C(F)(F)F)cc1Cl,3.2%,nt
O=C(NC(=S)NCc1ccccc1)C1CCCCC1,-2.3%,-5
O=C(/C=C/c1ccc(Cl)cc1Cl)NCCN1CCOCC1,-9.4%,-8
Cc1cccc(C)c1NC(=S)Nc1ccccc1C(=O)NCc1ccco1,-3.4%,nt
Cc1nnc(NC(=O)c2ccccc2Oc2ccccc2)s1,3.6%,-8
Cc1ccc(S(=O)(=O)NCCCCCC(=O)Nc2c(C)n(C)n(-c3ccccc3)c2=O)cc1,-5.7%,12
COc1ccc(C(=O)NCC2(c3ccccc3)CCOCC2)cc1,-1.8%,-2
CCCNC(=O)Nc1nccs1,-0.3%,nt
Cc1cccc(N/C(N)=N/c2nc(C)cc(C)n2)c1,-3.1%,nt
c1ccc(N2CCOCCOCCOCCOCCOCC2)cc1,6.7%,-9
Cc1ccc(NC(=O)NC2CCN(CC(=O)Nc3nccs3)CC2)cc1,-0.2%,nt
COc1ccc(NC(=S)NC(NC(=O)c2ccccc2Cl)C(Cl)(Cl)Cl)c([N+](=O)[O-])c1 (stereo not drawn),-1.2%,7
CC(C)(C)c1ccc(C(=O)CC(=O)c2cc(Cl)ccc2O)cc1,0.0%,nt
Cc1cc(-c2nnc(SCc3cccnc3)o2)no1,-4.7%,18
CCO[C@@H]1OC(C(=O)N2CCN(C)CC2)=C[C@H](c2coc3ccccc3c2=O)[C@H]1CCCO,-0.7%,nt
Clc1ccc2[nH]c3c(NCCN4CCOCC4)ncnc3c2c1,-7.3%,nt
Fc1ccc(-c2nc(-c3cccs3)no2)cc1,-1.2%,8
Cc1noc(C)c1COc1ccc(C(=O)OCC(=O)c2ccc3c(c2)OCCO3)cc1,6.6%,11
O=C(OCC(=O)N1CCN(C(=O)c2ccco2)CC1)c1ccccc1C(=O)c1ccc(Cl)cc1,7.7%,nt
COC(=O)c1c(NC(=O)CN2CCN(c3ccccc3Cl)CC2)sc(C)c1C,-1.0%,9
CCCCCc1cc(O)c2c3c(c(=O)oc2c1)CN(C)CC3,-2.9%,-6
Cc1c(C(=O)Nc2ccncc2)sc2nc(-c3ccccc3)cn12,-2.0%,0
